Compound activity as filed in PubChem.
PMI act satM6P = human PMI activators, high substrate, primary screen, biochemical, fluorescence intensity, near-saturating mannose 6-phosphate | Mannose-6-phosphate isomerase (Homo sapiens), P34949 | coupled PMI enzyme assay, resazurin fluorescence, 20 min; stronger effect = higher value; 1 = untreated enzyme, 0 = substrate-free blank | activation factor at 20 µM | 190,000 tested, 0.34% active;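 active means activation factor of 2 or more at 20 µM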
Target sequence (P34949 whole entry, looked up): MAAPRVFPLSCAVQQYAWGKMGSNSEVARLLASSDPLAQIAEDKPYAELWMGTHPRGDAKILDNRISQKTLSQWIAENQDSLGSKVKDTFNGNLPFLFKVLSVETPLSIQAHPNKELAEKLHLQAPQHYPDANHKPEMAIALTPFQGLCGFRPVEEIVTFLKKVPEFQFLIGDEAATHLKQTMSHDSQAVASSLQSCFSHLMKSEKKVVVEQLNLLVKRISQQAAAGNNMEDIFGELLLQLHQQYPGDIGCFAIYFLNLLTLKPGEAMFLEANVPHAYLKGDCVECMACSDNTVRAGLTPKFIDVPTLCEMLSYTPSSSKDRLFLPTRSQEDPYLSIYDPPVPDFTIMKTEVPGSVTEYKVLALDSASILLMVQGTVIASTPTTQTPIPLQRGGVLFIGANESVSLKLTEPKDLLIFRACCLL
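Material: human phosphomannose isomerase with PGI, G6PDH, diaphorase coupling enzymes / Reagent: Man-6-P substrate 1.0 mM / Dosing: single compound dose of 20 µM, 1% DMSO final / Incubation: enzyme reaction with compound 20 min at room temperature / Signal: resorufin fluorescence (Ex 544/Em 590 nm) from resazurin via diaphorase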
ROMK primary = ROMK potassium channel modulators, primary screen, cell-based, thallium flux, MLSMR library; B-score at 10 µM; Tet-inducible ROMK, thallium flux fluorescence; actives lie on both sides; ATP-sensitive inward rectifier potassium channel 1 (Homo sapiens), P48048; 130,000 tested, 2% active;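 active means signal ratio slope over the read window, or its plate-corrected B-score, at least 3 SD from the plate mean, either direction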;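 further: B-score of the F/F0 ratio slope over 7 to 12 s after thallium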
Target sequence (P48048 whole entry, looked up): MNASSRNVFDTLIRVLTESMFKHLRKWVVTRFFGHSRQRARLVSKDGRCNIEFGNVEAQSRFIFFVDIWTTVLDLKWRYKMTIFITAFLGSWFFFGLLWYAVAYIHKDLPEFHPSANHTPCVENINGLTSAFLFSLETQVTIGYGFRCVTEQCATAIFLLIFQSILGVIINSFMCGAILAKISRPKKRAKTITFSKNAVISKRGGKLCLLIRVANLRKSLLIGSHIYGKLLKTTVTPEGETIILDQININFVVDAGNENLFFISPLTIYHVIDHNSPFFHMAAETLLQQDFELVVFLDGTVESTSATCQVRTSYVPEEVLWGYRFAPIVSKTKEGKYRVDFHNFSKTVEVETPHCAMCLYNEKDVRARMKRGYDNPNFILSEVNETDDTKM
Diaphorase inh = diaphorase inhibitors and chemical oxidizers, primary screen, counter-screen for diaphorase-coupled primary assays, biochemical, uHTS, resorufin fluorescence. diaphorase resazurin-to-resorufin fluorescence, NADH, 16 min; bacterial (C. kluyveri) enzyme, not human. inhibition, % at 20 µM. 190,000 tested, 0.69% active. AID 1217, 2008;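 active means primary screen inhibition at 20 µM above a set limit, cut at about 50% in these data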;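 further: plate controls were DMSO with full reaction for no effect and wells lacking NADH for full effect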
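controls = No-NADH positive control and DMSO neutral control | system = Clostridium kluyveri diaphorase enzyme | timing = reaction incubation of 16 min at room temperature | signal = resorufin fluorescence 544/590 nm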
G6PDH CS = L. mesenteroides G6PDH inhibitors, counter-screen for G6PDH-coupled screening assays, biochemical, Leuconostoc mesenteroides enzyme | inhibition, % at 5 µM | AID 1020, 2008 | Purified L. mesenteroides G6PDH, diaphorase/resazurin coupled fluorescence, 45 min | 200,000 tested, 0.12% active | glucose-6-phosphate dehydrogenase [Leuconostoc mesenteroides]; in the data active means inhibition above about 50%
PPARg SRC-3 ag = PPARgamma agonists recruiting SRC-3 coactivator, primary screen, biochemical; Peroxisome proliferator-activated receptor gamma (Homo sapiens), P37231; biochemical PPARgamma/SRC-3 coactivator recruitment assay; activation, % at 8 µM; 200,000 tested, 0.26% active; in the data active means activation above about 23%;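 further: 0% = DMSO and 100% = reference agonist; some compounds past the cut are filed as inactive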
PPARg SRC-2 ag = agonists of PPARg-SRC-2 recruitment, primary screen, biochemical, HTS; Peroxisome proliferator-activated receptor gamma (Homo sapiens), P37231; PPARgamma LBD-SRC-2 recruitment; activation, % at 8 µM; 200,000 tested, 0.34% active; in the data active means activation above about 22%;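 further: 0% = vehicle and 100% = reference agonist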
PPARg SRC-1 ag = PPARgamma agonists recruiting SRC-1 coactivator, primary screen, biochemical; PPARgamma-SRC-1 coactivator recruitment biochemical assay; activation, % at 8 µM; 200,000 tested, 0.41% active; AID 631, 2007; in the data active means activation above about 19%;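 further: 0% = DMSO and 100% = reference agonist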
Diaphorase act = compounds boosting diaphorase resazurin reduction – biochemical, uHTS, resorufin fluorescence, counter-screen for diaphorase-coupled primary assays, primary screen. Diaphorase/resazurin coupled assay, 16 min; stronger effect = higher value; 1 = vehicle wells, 0 = NADH-free wells. 190,000 tested, 0.005% active. activation factor at 20 µM;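 active means diaphorase activity raised at least twofold by the compound at 20 µM; inactive means activation factor below 2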
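Assay system: Purified diaphorase enzyme from Clostridium kluyveri | Amount: Enzyme 0.07 U/mL final | Dosing: Compound 20 µM once, DMSO 1% | Timing: 16 min reaction at room temperature | Detection: Fluorescence, excitation 544 nm and emission 590 nm | Evaluation: Higher resorufin formation from activation or reduction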
S1P3 antag = S1P3 receptor antagonists, primary screen, cell-based; Sphingosine 1-phosphate receptor 3 (Homo sapiens), Q99500; CHO S1P3 NFAT-BLA reporter, FRET fluorescence, antagonist mode; inhibition, % at 4.98 µM; 170,000 tested, 0.27% active; AID 485, 2006;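 active means inhibition above the plate cutoff, the mean inhibition of test wells on that plate plus 3 SD, cut at about 28% in these data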;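 further: cells challenged with S1P at its EC80 of 0.8 µM; blue over green emission ratio from cleaved BLA substrate after 4 h stimulation; 0% = S1P-stimulated wells and 100% = unstimulated DMSO-only wells; some compounds past the cut are filed as inactive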
PMI act = activators of human PMI, primary screen, biochemical, fluorescence intensity, near-Km mannose 6-phosphate | Mannose-6-phosphate isomerase (Homo sapiens), P34949 | purified human PMI, coupled resazurin fluorescence, 20 min; stronger effect = higher value; 1 = vehicle control, 0 substrate-free wells | activation factor at 20 µM | 190,000 tested, 0.005% active;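 active means activation factor of 2 or more at 20 µM, relative to plate controls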
SRC2 TRFRET art = TR-FRET signal artefacts, primary screen, artefact control for PPARgamma SRC-2 agonist project, biochemical | TR-FRET artefact counter-screen; stronger effect = higher value | TR-FRET ratio at 8 µM | 200,000 tested, 0.4% active | AID 1049, 2008; in the data active means TR-FRET ratio above about 2000; further: inactives centre near 1500
* hit, by the source's call; . = not tested or not shown. These rows are one share of the data. The share of hits here may be higher or lower than overall.

Order of values: ROMK primary | PMI act | Diaphorase act | S1P3 antag | PMI act satM6P | PPARg SRC-3 ag | Diaphorase inh | PPARg SRC-1 ag | G6PDH CS | PPARg SRC-2 ag | SRC2 TRFRET art
1. CN(C)C(=O)Oc1ccc(-c2cn3cc(C(F)(F)F)ccc3n2)cc1
  0.69 | 1.1 | 1 | 10 | 1.1 | -1 | 3 | 11 | -1 | -3 | 1409
2. O=C(CNS(=O)(=O)c1cccs1)N1CCC2(CC1)OCCO2
  0.26 | 1 | 0.9 | 6 | 1 | -3 | 10 | 4 | 3 | 10 | 1561
3. CCN1C(=O)/C(=C\c2ccc([N+](=O)[O-])s2)C(=O)NC1=S
  0.17 | 1.3 | 0.5 | 21 | 1.6 | 6 | 50 | 4 | -1 | 7 | 1594
4. COc1ccc(CC[n+]2cc(/N=C(\C)[O-])on2)cc1OC
  -0.089 | 1.1 | 1 | -8 | 1.1 | 1 | 5 | 4 | -3 | 20 | 1816
5. CN(C)C(=O)Oc1cccc2c(OC(=O)N(C)C)cccc12
  0.72 | 0.9 | 0.8 | . | 1 | -3 | 15 | 1 | 13 | 2 | 1414
6. C=CCN1C(=O)NC(=O)/C(=C/c2cnc(SC)nc2)C1=O
  . | 1.1 | 0.9 | . | 1.3 | -3 | 7 | 1 | 1 | -4 | 1546
7. CC/C(=C\C=C\[C@@H]1C=C[C@@H]2CCC[C@H]2[C@@H]1C(=O)c1ccc[nH]1)[C@@H]1O[C@@H]([C@@H](C)C(=O)O)CC[C@@H]1C
  . | 0.9 | 0.9 | . | 1 | 0 | 13 | -2 | 7 | 6 | 1533
8. O=C(NCc1ccccn1)c1ccccc1Cl
  . | 1 | 1 | -8 | 1 | 6 | -1 | 0 | 1 | 10 | 1611
9. COc1cc2c(cc1OC)CC[N+](C)=C2
  . | 0.9 | 0.9 | 2 | 1.3 | 2 | 10 | 13 | 9 | 9 | 1710
10. Cc1ccccc1OCCCn1cc(C(=O)C(=O)N2CCOCC2)c2ccccc21
  -0.2 | 0.9 | 0.9 | 14 | 0.8 | 0 | 9 | -4 | 12 | 4 | 1560
11. Cc1ccc(-n2c(-c3cccs3)nc3ccccc3c2=O)cc1
  -0.096 | 0.9 | 0.8 | . | 1 | -2 | 21 | -5 | -5 | -4 | 1357
12. Cc1cc(C)cc(N2C(=O)NC(=O)/C(=C\c3cc(C)n(C)c3C)C2=O)c1
  -1.1 | 1.1 | 0.9 | -9 | 1.1 | 5 | 12 | -1 | 2 | -4 | 1623
13. CCN1CCN(Cc2nnnn2C(C)(C)C)CC1
  0.94 | 1 | 0.9 | -69 | 1.1 | 2 | 10 | 1 | 14 | -1 | 1772
14. C/C(CC(c1ccccc1)c1c(O)c2ccccc2oc1=O)=N\NC(N)=S (centres undefined)
  -0.02 | 1 | 0.9 | 4 | 0.9 | -1 | 10 | 0 | 6 | -5 | 1715
15. Cc1ccc(Cn2nc(C)c(C=O)c2Cl)cc1
  0.011 | 1.1 | 1 | -2 | 1.1 | 2 | 3 | 0 | 2 | 6 | 1670
16. Cc1ccc(-n2c(C)cc(/C=C3\C(=O)NC(=O)N(C)C3=O)c2C)cc1C
  . | 1.2 | 0.7 | 5 | 1 | 1 | 26 | -1 | -4 | 10 | 1622
17. CC(C)(C)c1ccc(C(=O)C2CCCN(C3CCC3)C2)cc1 (centres undefined)
  -0.022 | 1 | 0.9 | -26 | 1 | 6 | 6 | 8 | 3 | 5 | 1625
18. O=C(Nc1ccccc1OC(=O)N1CCOCC1)N1CCOCC1
  . | 0.9 | 0.9 | -10 | 0.9 | 3 | 9 | -2 | 14 | -1 | 1372
19. O=C(C1CC(=O)N(C2CCCC2)C1)N1CCC2(CC1)OCCO2 (centres undefined)
  . | 1 | 1 | . | 1 | 2 | 5 | -6 | 3 | 9 | 1598
20. Cc1c(Cl)cccc1NC(=S)N1CC2CC(C1)c1cccc(=O)n1C2 (centres undefined)
  . | 1 | 1 | 0 | 1 | 1 | -1 | 6 | 19 | 3 | 1422
21. COc1cc(/C=C/[N+](=O)[O-])ccc1O
  -7* | 1 | 0.7 | 8 | 0.6 | 10 | 29 | 11 | 24 | 14 | 1612
22. Cc1nc2cc(C(F)(F)F)ccc2n1C1CCN(Cc2nnnn2CCc2ccccc2)CC1
  -1.8 | 0.8 | 0.7 | . | 0.8 | -6 | 34 | -6 | -2 | -7 | 1535
23. CN1C(=O)C(=Cc2ccc(N3CCOCC3)o2)C(=O)N(C)C1=O
  . | 1.2 | 0.9 | 7 | 1.1 | 3 | 8 | 0 | 10 | 6 | 1658
24. COc1cc2ccc(=O)oc2c2ccoc12
  1.6 | 1 | 0.9 | -2 | 1 | -2 | 9 | 11 | 8 | 6 | 1565
25. Cc1cc(C=C2C(=O)NC(=S)NC2=O)c(C)n1-c1ccc2c(c1)OCO2
  . | 1.3 | 0.5 | 2 | 1.8 | 5 | 49 | 1 | -15 | 8 | 1628
26. O=c1c2ccccc2nc(-c2ccco2)n1-c1ccncc1
  0.11 | 1 | 0.9 | 0 | 1 | 10 | 6 | -4 | 5 | 9 | 1477
27. Cc1ccc(O)c(C(=O)c2cc(C(=O)NCCC(C)C)c(=O)n(CCC(C)C)c2)c1
  0.093 | 0.8 | 0.8 | -4 | 0.9 | -3 | 16 | -3 | 3 | -2 | 1419
28. Cc1ccc(C(=O)C2CN(C)CC2C(=O)c2ccc(C)cc2)cc1 (centres undefined)
  . | 1.1 | 0.9 | . | 1.1 | 6 | 10 | 11 | -2 | 7 | 1656
29. CC(C)(C)P(=O)(NCc1ccccc1)c1ccccc1 (centres undefined)
  . | 1.2 | 0.9 | -4 | 1.1 | 6 | 9 | 8 | 3 | 1 | 1818
30. COC(=O)C1=CO[C@@H](C)[C@@H]2CN3CC[C@]4(C(=O)Nc5ccccc54)[C@@H]3C[C@H]12
  0.7 | 0.9 | 0.9 | -14 | 0.9 | -4 | 10 | -2 | 18 | -12 | 1457
31. COc1ccc(CN2C(=O)NC(=O)/C(=C/c3ccc([N+](=O)[O-])o3)C2=O)cc1
  0.81 | 1.1 | 0.7 | 7 | 0.9 | 2 | 31 | 3 | 7 | 9 | 1567
32. CCN1CCN(Cc2ccccc2C)CC1
  0.51 | 1 | 0.9 | -28 | 1 | 2 | 8 | 14 | 16 | 4 | 1683
33. O=C1NC(=O)N(c2ccc3c(c2)OCO3)C(=O)/C1=C/c1ccc(N2CCCCC2)o1
  -3.6* | 1 | 0.8 | . | 1 | 11 | 16 | 5 | 11 | 10 | 1546
34. COc1ccc2[nH]cc(CCN(C)C)c2c1
  1.9 | 1 | 1.1 | -14 | 1 | 1 | -6 | 2 | 7 | 6 | 1563
35. CC1CCCC(C)N1/N=C/c1c[nH]c2ccc(Br)cc12 (centres undefined)
  . | 0.8 | 0.8 | -17 | 0.9 | 8 | 22 | 0 | 4 | 5 | 1449
36. C[N+]12CN3CN(CN(C3)C1)C2
  0.064 | 0.8 | 0.9 | -36 | 0.8 | 1 | 10 | 1 | 3 | 0 | 1674
37. O=C(CN1C(=O)CN=C(c2ccccc2Cl)c2cc(Cl)ccc21)NCc1ccco1
  -0.76 | 0.9 | 0.8 | 5 | 0.9 | 0 | 20 | -4 | 2 | -7 | 1393
38. CCCCn1c(O)c(C(C)=NCc2ccc(F)cc2)c(=O)[nH]c1=O
  -0.82 | 1 | 0.8 | -8 | 1 | -14 | 18 | 4 | 2 | -5 | 1689
39. OCC12CO[C@@H]3c4ccccc4[C@H](OC1)N32 (some centres undefined)
  1.5 | 0.9 | 0.9 | . | 0.9 | -5 | 8 | 3 | 5 | 4 | 1612
40. COc1ccc(C(=O)C2CCCN(Cc3ccon3)C2)c(OC)c1 (centres undefined)
  1.9 | 0.9 | 1 | -15 | 0.9 | -1 | 1 | 7 | 7 | -6 | 1698
41. CC(C)OC(=O)C1C(=O)NC2(C)CC1c1ccccc1O2 (centres undefined)
  -0.85 | 1 | 1 | . | 1.1 | 3 | 1 | -1 | 49 | 2 | 1678
42. CCNC(=S)N1CCn2cccc2C1c1cccnc1 (centres undefined)
  -0.2 | 1 | 1 | 13 | 0.9 | -2 | 0 | -3 | 3 | 7 | 1568
43. Cn1c(O)c(C(=N)COc2cccc(Cl)c2)c(=O)n(C)c1=O
  . | 1.1 | 1 | . | 1.1 | 10 | -1 | 5 | 8 | -5 | 1528
44. Nc1cc(Cl)c2nonc2c1[N+](=O)[O-]
  . | 0.8 | 0.6 | -17 | 1 | -1 | 44 | -3 | -5 | -6 | 1602
45. CC(C)Cn1cc(C(=O)N2CCC3(CC2)OCCO3)c2c3ccccc3n(C)c2c1=O
  . | 0.9 | 0.8 | 13 | 0.9 | 12 | 21 | 8 | 4 | 11 | 1641
46. CN(C)C(Cc1ccccc1)C(=O)c1ccc(-c2ccccc2)cc1 (centres undefined)
  0.48 | 0.9 | 0.9 | . | 1.1 | 11 | 12 | 6 | 8 | 4 | 1628
47. Cc1ccc(-n2c(O)c(C=Nc3ccc(S(N)(=O)=O)cc3)c(=O)[nH]c2=O)cc1
  0.24 | 1.5 | 0.9 | -8 | 1.3 | -2 | 5 | -4 | 3 | 6 | 1427

Copied from above: nos. 46–47
Order of values: ROMK primary | PMI act | Diaphorase act | S1P3 antag | PMI act satM6P | PPARg SRC-3 ag | Diaphorase inh | PPARg SRC-1 ag | G6PDH CS | PPARg SRC-2 ag | SRC2 TRFRET art
46. CN(C)C(Cc1ccccc1)C(=O)c1ccc(-c2ccccc2)cc1 (centres undefined)
  0.48 | 0.9 | 0.9 | . | 1.1 | 11 | 12 | 6 | 8 | 4 | 1628
47. Cc1ccc(-n2c(O)c(C=Nc3ccc(S(N)(=O)=O)cc3)c(=O)[nH]c2=O)cc1
  0.24 | 1.5 | 0.9 | -8 | 1.3 | -2 | 5 | -4 | 3 | 6 | 1427
